HCV inhibitor: qHTS Assay for Inhibitors of Hepatitis C Virus (HCV); Huh7.5.1 HCVcc-Cre infection, luciferase reporter, 44 h; Potency, µM (titrated, usually from 41.8 µM), for inactives: top-dose activity change, negative = inhibition, most hits filed as inhibitors; hit rate 3.4% among 340,000; AID 651820, 2012; note: potency is the fitted concentration of half-maximal effect
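Luciferase read-out (15 sec integration) after a 15 min room-temperature substrate step quantifies HCVcc-Cre infection. Cells, 1,000 per well, had compound added 4 h post-plating, then virus at ~0.5 moi, and were cultured 44 h.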
AmpC detergent: qHTS Inhibitors of AmpC Beta-Lactamase (assay with detergent); P00811; AmpC hydrolysis of nitrocefin, absorbance 480 nm, 0.01% Triton; Potency, µM (series often up to 114 µM), without a hit: at the top dose activity change, negative = inhibition, actives largely listed as inhibitors; hit rate 0.041% among 370,000;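 note: potency is the fitted concentration of half-maximal effect; 0% = no-compound wells and -100% = no-enzyme wells; nearly all actives have a fitted effect of over 25% in size; some results filed as inactive show a strong effect at the top dose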
Target sequence (P00811 whole entry, looked up): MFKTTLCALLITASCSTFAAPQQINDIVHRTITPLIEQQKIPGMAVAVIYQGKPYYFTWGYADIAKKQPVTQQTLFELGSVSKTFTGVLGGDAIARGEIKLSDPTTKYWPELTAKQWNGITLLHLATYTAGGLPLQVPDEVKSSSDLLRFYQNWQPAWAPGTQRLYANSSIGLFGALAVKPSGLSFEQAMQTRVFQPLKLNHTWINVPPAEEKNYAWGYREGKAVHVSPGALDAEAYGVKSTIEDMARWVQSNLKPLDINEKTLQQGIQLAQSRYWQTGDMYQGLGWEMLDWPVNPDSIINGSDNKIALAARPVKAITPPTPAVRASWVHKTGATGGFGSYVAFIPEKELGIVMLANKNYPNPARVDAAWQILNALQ
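20 mM phosphate pH 7.0 + 0.01% (detergent screen) or 0.0001% Triton X-100; 5.3 nM AmpC reagent; cpd preinc 15 min RT; nitrocefin (800 uM stock) to start; A480 q20 s × 4 min; Activity was normalised to no-enzyme and no-compound control wells.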
FBPA Giardia inh: qHTS Assay for Inhibitors of Fructose-1,6-bisphosphate Aldolase from Giardia Lamblia; A8B2U2; purified Giardia FBPA; Potency, µM (series often up to 59.6 µM), for the others: top-dose activity, negative = inhibition, actives largely listed as inhibitors; hit rate 0.71% among 290,000; note: potency is the fitted concentration of half-maximal effect; nearly all actives have a fitted effect of over 55% in size
Target sequence (A8B2U2 whole entry, looked up): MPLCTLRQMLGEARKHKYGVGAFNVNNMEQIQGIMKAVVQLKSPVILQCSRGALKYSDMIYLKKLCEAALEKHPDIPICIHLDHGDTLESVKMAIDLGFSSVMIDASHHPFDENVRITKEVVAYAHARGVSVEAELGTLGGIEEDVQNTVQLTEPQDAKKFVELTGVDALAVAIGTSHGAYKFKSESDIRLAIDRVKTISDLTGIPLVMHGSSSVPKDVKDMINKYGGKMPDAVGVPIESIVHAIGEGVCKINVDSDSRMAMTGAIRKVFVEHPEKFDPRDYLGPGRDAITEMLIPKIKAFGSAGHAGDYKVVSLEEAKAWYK
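Giardia FBPA (40 nM reagent) was preincubated 10 min at RT with compound (up to 57.5 uM final), then substrate plus GAPDH/TPI/NAD/arsenate coupling system with diaphorase/resazurin was added; resorufin fluorescence (525/598 nm) was read after 20 min.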
AMA1-RON2 inh: qHTS for Inhibitors of AMA1-RON; Towards Development of Antimalarial Drug Lead: Primary Screen; AlphaScreen AMA1-biotinylated RON2 peptide binding; AID 720542, 2013; hit rate 0.2% among 360,000; Potency, µM (top dose mostly 58.2 µM), inactives show at the top dose activity change, negative = inhibition, most hits filed as inhibitors; Plasmodium falciparum AMA1 (3D7) - RON2 peptide interaction;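 note: potency is the fitted concentration of half-maximal effect; 0% = vehicle wells and -100% = peptide control; nearly all actives have a fitted effect of over 45% in size; some results filed as inactive show a strong effect at the top dose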
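AMA1 (3D7) with his tag at 25 nM final met compounds first, then biotinylated RON2 peptide at 25 nM; detection used donor plus acceptor beads, 10 µg/mL apiece, read by AlphaScreen after 30 min at room temperature.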
HCMV inh: qHTS Assay for inhibitors of the human cytomegalovirus (HCMV) | activity change, negative = inhibition, % at 57.5 µM | hit rate 4.5% among 410,000 | HFF cells, HCMV-luciferase reporter, 72 h; active compounds read low; in the data active = activity change below about -60%; inconclusive = no clear call, values can overlap the other calls; inactive = above about -39%
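Luciferase read-out from HCMV-luciferase-infected HFFs (MOI 1 PFU/cell) 72 h post infection at 37C; compounds added after 16 h cell attachment; activity normalized between buffer-only basal and Salinomycin (10uM) inhibitor controls.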
Sm TGR inh: qHTS Assay for the Inhibitors of Schistosoma Mansoni Peroxiredoxins; Schistosoma mansoni thioredoxin glutathione reductase (TGR), Q962Y6; purified TGR, DTNB reduction, TNB absorbance 405 nm; Potency, µM (highest dose often 114 µM), inactives show at the highest dose activity change, negative = inhibition, most hits filed as inhibitors; hit rate 3% among 360,000; note: potency is the fitted concentration of half-maximal effect; nearly all actives have a fitted effect of over 60% in size
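TGR 20 nM + NADPH 100 uM (dispensed conc.), cpd preinc 15 min RT; start with NADPH (500 uM addition) then DTNB (15 mM addition). Kinetic TNB absorbance, 405 nm filter. Four-parameter Hill fit across titration.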
* = called active by the depositor; ? = inconclusive; . = no result given; & = joins results of further samples; [ ] = remark or other dose. Unless noted, calls come from the whole dose curve; as a rule, active = well fitted curve in the direction sought with a large enough effect; inconclusive = small, poorly fitted or top-dose-only effect, or another doubt; inactive = no such curve, though single readings can be large; an effect the other way counts as inactive or inconclusive. Unless noted, % is set by controls: 0 for no effect and ±100 for the full control effect.

SMILES	HCV inhibitor	AmpC detergent	FBPA Giardia inh	AMA1-RON2 inh	HCMV inh	Sm TGR inh
COC(=O)c1ccc(/C=C(\C#N)C(=O)NC(C)c2ccccc2)cc1 (centres undefined)	11.2µM*	-3.6%	5.7%	-0.6%	-95.4*	-23.4%
Cc1noc(C)c1C(=O)Nc1nnc(CC(C)C)s1	-28.1%	4.7%	-5.4%	-2.0%	0.0	1.3%
Cn1cccc1C(C(=O)NC1CCCCC1)N(C(=O)Cc1cccs1)C1CC1 (centres undefined)	-0.1%	-8.4%	-1.1%	-2.9%	28.1	-2.5%[11.4 µM]
Cc1nc2ccccc2cc1C(=O)O	6.5%	-2.0%	3.2%	-13.7%	104.7	1.6%
CCOC(=O)c1c(C)oc2ncnc(NCCCN3CCN(c4cc(C)ccc4C)CC3)c12	.	-0.9%	.	.	-2.3	2.7%
O=S(=O)(Nc1ccc2c(c1)OCCO2)c1ccc2oc3ccccc3c2c1	?	-11.9%	3.1%	-10.7%	?	-7.8%
COc1ccc(N2C(=O)CC(SCC(=O)O)C2=O)cc1 (centres undefined)	11.5%	-7.7%	6.6%	4.9%	64.9	-8.1%
CN1C(=O)C(C)(C)c2cc(S(=O)(=O)N3CCN(c4cccc(Cl)c4)CC3)ccc21	4.5%	-6.9%	-12.7%	-3.9%	5.2	-3.0%
O=[N+]([O-])c1cccc(S(=O)(=O)NCC2CCCO2)c1 (centres undefined)	4.7%	-6.3%	3.6%	10.6%	-10.8	-10.5%
CC(=O)Nc1cccc(NC(=O)c2csc(C)c2)c1	10.9%	2.7%	.	-7.1%	-29.2	-20.5%
C=C(C)c1cccc(C(C)(C)NC(=O)N2CCN(c3ncccn3)CC2)c1	19.6%	.	.	-1.1%	-35.5	.
CCOC(=O)COc1coc(CN2CCN(c3cccc(Cl)c3)CC2)cc1=O	-6.2%	-7.4%	.	-0.5%	?	0.0%
CCCN1CCN(C(=O)c2cn(CC(C)C)c(=O)c3cc(OC)c(OC)cc23)CC1	-9.3%	-2.0%	-7.4%	24.3%	24.0	-15.2%
COc1cc2c(cc1OC)CN(C1CC(=O)N(c3c(C)cccc3C)C1=O)CC2 (centres undefined)	-1.6%	3.8%	-5.9%	-1.4%	84.9	?
Cc1ccccc1NC(=S)NC(C)CCc1ccccc1 (centres undefined)	-26.0%	?	7.8%	-7.4%	-28.6	-2.0%
Cc1cccc(NC(=O)C(C)Oc2ccccc2C)n1 (centres undefined)	?	?	0.6%	15.3%	-31.2	1.5%
Cc1cccc(N(C(=O)c2cnc3n(c2=O)CCS3)C2CCCCC2)c1	-18.7%	-8.2%	-2.5%	0.0%	0.8	-6.2%
Cc1ccc(Cl)cc1N1CCN(CCCNc2ncnc3onc(-c4ccc(Cl)cc4)c23)CC1	.	1.0%	.	.	3.6	1.5%
O=[N+]([O-])c1ccc(C(O)CN=Cc2ccc(O)cc2O)cc1 (centres undefined)	-21.3%	-3.6%	-7.6%	73.3%[activator]	-18.5	.
CCNC(=O)c1c(NC(=O)C2COc3ccccc3O2)sc2c1CCCC2 (centres undefined)	?	?	3.3%	3.3%	52.0	-7.7%
CC(=O)N1CCc2cc(S(=O)(=O)NC(CC(C)C)C(=O)Nc3cc(C)cc(C)c3)ccc21 (centres undefined)	.	-1.3%	.	.	10.3	3.0%
CCOC(=O)C(/C=C(\C#N)C(=O)OCC)=C(/N)N1CCN(c2c(C)cccc2C)CC1	4.8%	5.6%	1.8%	2.7%	17.8	-12.2%
Cc1cc(/C=C(/C#N)C(=O)Nc2ccccc2)c(C)n1-c1cccnc1	?	-0.9%	.	-2.8%	9.7	-24.8%
CC(C)OCCCNC(=O)CN1CCN(Cc2ccc(Cl)cc2)C1=O	35.5%[activator]	-11.4%	14.7%	20.2%	-16.9	6.8%
CC1CN(CCc2ccccc2)c2nc3c(c(=O)n(C)c(=O)n3C)n2C1 (centres undefined)	19.7%	-8.0%	.	0.0%	-22.2	2.4%
COc1cc(NC(=O)CCC(=O)O)nc(OC)n1	7.0%	-0.5%	-0.4%	4.5%	-19.6	1.4%
CC(=O)Nc1ccc(S(=O)(=O)N2CCN(c3cc4c(cc3[N+](=O)[O-])n(C)c(=O)n4C)CC2)cc1	.	4.2%	-0.8%	-0.6%	-28.1	0.0%
COc1ccc(N2CC(C(=O)Nc3nc(-c4ccccc4)c(C(C)=O)s3)CC2=O)c(OC)c1 (centres undefined)	?	?	.	-18.9%	-1.7	-8.7%
COc1ccc(Cl)cc1NC(=S)NNC(=O)C1(C)CC1(Cl)Cl (centres undefined)	13.8%	-6.0%	19.5%	36.6%[activator]	-26.9	46.5%[activator]
CCN(Cc1ccccc1)c1ccc(N=Nc2nn(C)c(C)c2[N+](=O)[O-])cc1	?	?	0.0%	10µM*	?	-5.1%
CCOC(=O)C(C)Oc1cccc2c(=O)n(CC(=O)Nc3cccc(OC)c3)ccc12 (centres undefined)	-6.0%	?	7.5%	-4.8%	-7.0	0.0%
Cc1nnc(NN)n(N)c1=O	10.5%	-6.8%	?	77.1%[activator]	-20.7	-13.4%
CCOC(=O)C1CCN(Cc2cccc(Oc3ccc(Cl)cc3)c2)CC1	-5.9%	-13.8%	?	?	2.5	10.5%
COc1cc(O)c(CCO)c2c1C(=O)C[C@@H](C)O2	?	5.0%	-3.7%	8.7%	1.4	-10.0%
O=C(COC(=O)c1ccccc1O)Nc1ccc(N2CCOCC2)cc1	5.4%	-10.3%	.	-2.2%	-13.5	-14.7%
O=C(COc1ncnc2ccccc12)c1ccc2c(c1)OCCO2	-1.0%	-6.9%	4.7%	-2.6%	33.0	0.3%
Cc1cc2c(=O)oc(-c3ccc(F)cc3)nc2s1	-9.1%	-4.5%	-1.6%	9.0%	-5.5	2.3%
COc1cccc(CNC(=O)CCCn2c(=O)c3cccn3c3ccc(F)cc32)c1OC	.	2.1%	.	.	?	-12.1%
CCCCn1c(=N)n(CC(=O)c2ccco2)c2ccccc21	?	-5.8%	0.3%	6.8%	-15.5	11.0%
C=CCOC(=O)/C(=C\c1cccc2ccccc12)NC(=O)c1ccccc1	7.94µM*	-10.5%	-0.6%	-6.4%	-17.7	8.5%
Clc1ccc(Nc2ccc(-n3ccnc3)nn2)cc1Cl	-5.5%	?	4.3%	0.8%	?	1.3%
O=C1CCN(CCCc2ccccc2)CCN1[C@H](CO)c1ccccc1	-4.6%	?	-15.3%	-7.9%	?	-5.7%
COc1ccccc1C(=O)NC(CCSC)C(=O)N1CCC(Cc2ccccc2)CC1 (centres undefined)	?	?	.	?	-16.5	2.2%
O=C1Cc2ccccc2C(=O)N1Cc1ccccc1	14.4%	5.0%	?	-8.2%	-10.0	5.4%
CCOc1ccc2nc(SCC(=O)c3ccc(C)s3)sc2c1	11.7%	-4.7%	-12.0%	30.5%[activator]	23.2	-8.6%
Cc1nccn1CCCNCc1c(C(=O)N2CCCCCCC2)nc2ccc(Cl)cn12	-23.9%	6.9%	-0.8%	-2.6%	8.5	-8.3%
COc1ccccc1NC(=O)CSc1nc(O)cc(=O)[nH]1	5.2%&10.2%	3.2%	4.2%	-8.5%	45.9	1.7%
O=C(c1cc2ccccc2o1)n1nnc2ccccc21	9.4%	-10.4%	12.1%	0.0%	34.9	0.4%[11.4 µM]
COC(=O)Nc1ccc(Cn2cc(C(F)(F)F)ccc2=O)cc1	8.5%	1.8%	-8.3%	-8.3%	-1.5	3.5%
O=c1cc(O)nc(SCc2ccccc2)n1-c1ccc(Cl)cc1	9.6%	?	9.6%	13.3%	-15.1	-2.9%
CCN(CC)CCNC(=O)c1ccc(CS(=O)(=O)c2ccccc2C)o1	7.6%	-4.5%	-2.1%	8.5%	?	8.7%
COc1ccc(Cl)cc1S(=O)(=O)N1CCC(O)(c2ccc(Cl)cc2)CC1	?	6.6%	2.2%	-9.6%	13.4	0.3%
CC(=O)N1c2ccccc2C(=O)C1N1CCN(c2cccc(C(F)(F)F)c2)CC1 (centres undefined)	.	-5.2%	.	.	?	0.8%
CN1CCN(C(=O)c2ccccc2NC(=O)c2cccc(Cl)c2)CC1	10.1%	-7.6%	.	23.7%	?	2.0%
COc1ccc(/C(N)=N/OC(=O)c2cccc([N+](=O)[O-])c2)cc1	10.1%	0.3%	3.4%	-4.1%	19.9	-3.3%
O=C(NCC(c1ccco1)N1CCCC1)c1cc(=O)[nH]c2ccccc12 (centres undefined)	7.9%	.	.	-1.3%	-3.5	.
Cc1nn(-c2ccc(F)cc2)c2nc(N)c(C#N)c(-c3cccs3)c12	?	?	-6.4%	32.5%[activator]	50.0	-2.3%
COc1ccc(NC(=O)CCNC(=O)c2ccco2)c(OC)c1	1.2%	3.1%	-5.2%	1.2%	-9.4	?
Cc1cc(=O)oc(C)c1C(=O)NCCCN1CCN(c2ccccc2F)CC1	-2.8%	1.1%	-0.1%	-13.1%	3.8	35.5µM*
O=c1c2ccccc2nc2n1C(CSc1ccc(F)cc1)CS2 (centres undefined)	17.0%	0.6%	-2.1%	-12.8%	-35.4	9.5%

Further results
SMILES	HCV inhibitor	AmpC detergent	FBPA Giardia inh	AMA1-RON2 inh	HCMV inh	Sm TGR inh
COC(=O)c1[nH]c2ccc(C)cc2c1NC(=O)C1=COCCO1	-25.2%	0.2%	-3.4%	-1.2%	-38.4	-1.3%
COc1ccc(-c2cc(=O)oc3cc(OC(C)C(=O)NC4CC4)ccc23)cc1 (centres undefined)	9.6%	5.5%	7.0%	8.5%	13.7	1.9%
O=C(COC(=O)C1CC2CCCC(C1)C2=O)NNC(=O)c1ccc([N+](=O)[O-])cc1 (centres undefined)	31.0%[activator]	1.4%	.	58.1%[activator]	-21.3	-2.5%
O=C(O)c1cccc(Nc2nc(N3CCOCC3)nc(N3CCOCC3)n2)c1	11.0%	-0.9%	-0.3%	?	31.9	-2.1%

Six neighbouring entries out of the list so far, quoted:
SMILES	HCV inhibitor	AmpC detergent	FBPA Giardia inh	AMA1-RON2 inh	HCMV inh	Sm TGR inh
O=C(NCC(c1ccco1)N1CCCC1)c1cc(=O)[nH]c2ccccc12 (centres undefined)	7.9%	.	.	-1.3%	-3.5	.
Cc1nn(-c2ccc(F)cc2)c2nc(N)c(C#N)c(-c3cccs3)c12	?	?	-6.4%	32.5%[activator]	50.0	-2.3%
COc1ccc(NC(=O)CCNC(=O)c2ccco2)c(OC)c1	1.2%	3.1%	-5.2%	1.2%	-9.4	?
Cc1cc(=O)oc(C)c1C(=O)NCCCN1CCN(c2ccccc2F)CC1	-2.8%	1.1%	-0.1%	-13.1%	3.8	35.5µM*
O=c1c2ccccc2nc2n1C(CSc1ccc(F)cc1)CS2 (centres undefined)	17.0%	0.6%	-2.1%	-12.8%	-35.4	9.5%
COC(=O)c1[nH]c2ccc(C)cc2c1NC(=O)C1=COCCO1	-25.2%	0.2%	-3.4%	-1.2%	-38.4	-1.3%

Bioassay records as filed in PubChem BioAssay.
